pPAFAH inh: pPAFAH enzyme inhibitors, primary screen, biochemical, fluorescence polarization, human; inhibition, % at 3.39 µM; Platelet-activating factor acetylhydrolase (Homo sapiens), Q13093; hit rate 1.5% among 330,000; recombinant pPAFAH, FP-rhodamine probe fluorescence polarization; AID 463082, 2010;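 active = inhibition above the mean inhibition across the screen plus 3 SD, cut at about 25% in these data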;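 also: inhibitors block binding of the rhodamine activity-based probe so polarization drops; 0% = enzyme with DMSO and 100% = wells lacking pPAFAH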
Target sequence (Q13093 whole entry, looked up): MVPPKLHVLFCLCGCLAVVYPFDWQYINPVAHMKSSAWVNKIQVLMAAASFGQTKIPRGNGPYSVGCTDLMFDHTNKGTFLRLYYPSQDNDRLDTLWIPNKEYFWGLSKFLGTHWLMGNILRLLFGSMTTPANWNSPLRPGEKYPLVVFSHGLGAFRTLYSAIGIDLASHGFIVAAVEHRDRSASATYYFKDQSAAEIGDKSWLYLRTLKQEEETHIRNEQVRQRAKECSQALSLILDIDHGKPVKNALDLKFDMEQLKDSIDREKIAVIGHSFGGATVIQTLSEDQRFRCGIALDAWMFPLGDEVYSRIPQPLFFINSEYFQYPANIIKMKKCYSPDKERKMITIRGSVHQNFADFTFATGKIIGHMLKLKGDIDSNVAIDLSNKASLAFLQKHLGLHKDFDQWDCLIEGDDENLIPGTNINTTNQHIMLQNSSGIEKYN
PAFAH1B3 inh: PAFAH1B3 enzyme inhibitors, primary screen, biochemical, fluorescence polarization, human; hit rate 0.28% among 340,000; inhibition, % at 3.39 µM; AID 492972, 2010; recombinant PAFAH1B3, FP-rhodamine probe;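 active = inhibition above the screen-wide average of all tested compounds plus 3 SD, cut at about 25% in these data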;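 also: 0% = enzyme with DMSO only and 100% = wells lacking PAFAH1B3 protein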
PAFAH2 FP inh: PAFAH2 enzyme inhibitors, primary screen, biochemical, fluorescence polarization, human; Platelet-activating factor acetylhydrolase 2, cytoplasmic (Homo sapiens), Q99487; recombinant PAFAH2, FP-rhodamine activity probe; inhibition, % at 3.39 µM; hit rate 0.99% among 340,000; AID 492956, 2010;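 active = inhibition above the mean over all tested compounds plus 3 SD, cut at about 30% in these data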;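 also: inhibitors block probe labeling of enzyme so polarization drops; 0% = enzyme with DMSO and 100% = wells lacking PAFAH2 protein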
GSTO1 counter: inhibitors of recombinant GSTO1, primary screen, counter-screen for RBBP9 inhibitor project, biochemical, fluorescence polarization; Glutathione S-transferase omega-1 (Homo sapiens), P78417; activity-based probe fluorescence polarization; inhibition, % at 5.96 µM; hit rate 1.1% among 300,000; AID 1974, 2009;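 active = inhibition above the campaign mean inhibition plus 3 SD, cut at about 35% in these data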;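 also: 0% = GSTO1-1 with DMSO and 100% = wells lacking GSTO1-1 enzyme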
Target sequence (P78417 whole entry, looked up): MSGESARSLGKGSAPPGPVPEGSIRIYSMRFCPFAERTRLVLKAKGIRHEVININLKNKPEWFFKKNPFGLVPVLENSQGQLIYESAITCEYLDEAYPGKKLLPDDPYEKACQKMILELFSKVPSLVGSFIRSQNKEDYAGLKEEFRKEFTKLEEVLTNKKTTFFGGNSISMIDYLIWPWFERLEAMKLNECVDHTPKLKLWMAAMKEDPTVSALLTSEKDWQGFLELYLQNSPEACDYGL
LYPLA1 inh: LYPLA1 inhibitors, primary screen, counter-screen for PME1 inhibitor project, biochemical, fluorescence polarization, FP-Rh probe ABPP; recombinant LYPLA1; Acyl-protein thioesterase 1 (Homo sapiens), O75608; inhibition, % at 5.9 µM; hit rate 0.16% among 320,000;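 active = inhibition above the mean of all tested compounds plus 3 SD, set per campaign, cut at about 14% in these data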;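 also: inhibitors block serine hydrolase probe labeling of LYPLA1 so polarization falls; 0% = enzyme with DMSO and 100% = wells lacking LYPLA1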
Target sequence (O75608 whole entry, looked up): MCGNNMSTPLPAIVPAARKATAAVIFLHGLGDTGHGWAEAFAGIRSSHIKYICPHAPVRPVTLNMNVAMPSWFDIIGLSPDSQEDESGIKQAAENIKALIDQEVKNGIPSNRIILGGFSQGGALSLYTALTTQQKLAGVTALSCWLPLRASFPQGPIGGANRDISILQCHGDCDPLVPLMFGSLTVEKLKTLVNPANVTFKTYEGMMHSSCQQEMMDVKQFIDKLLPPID
Fam108B inh: mouse Fam108B serine hydrolase inhibitors, primary screen, counter-screen for RBBP9 inhibitor project, biochemical, fluorescence polarization; recombinant Fam108B, FP-Rh probe fluorescence polarization; inhibition, % at 9.51 µM; hit rate 0.33% among 300,000; AID 1947, 2009;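 active = inhibition above the screen mean inhibition plus 3 SD, computed separately per campaign, cut at about 18% in these data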;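 also: inhibitors lower polarization as less probe binds the enzyme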
PME-1 inh: PME-1 inhibitors via competitive probe labeling, primary screen, biochemical, fluorescence polarization, FP-Rh probe, HTS; recombinant PME-1; inhibition, % at 5.9 µM; hit rate 0.53% among 320,000;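 active = inhibition above the campaign mean of all compounds plus 3 SD, cut at about 26% in these data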;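 also: competitive labeling of PME-1 active site by serine hydrolase directed probe; 0% = PME-1 with DMSO and 100% = wells lacking PME-1 enzyme; inhibitors block probe labeling so polarization falls and inhibition rises; many of its hits are not listed in these tables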
PAFAH1B2 FP inh: PAFAH1B2 enzyme inhibitors, primary screen, biochemical, fluorescence polarization, human; Platelet-activating factor acetylhydrolase IB subunit alpha2 (Homo sapiens), P68402; recombinant PAFAH1B2, FP-rhodamine activity probe; inhibition, % at 3.39 µM; hit rate 1.2% among 340,000; AID 492953, 2010;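 active = inhibition above the mean of all tested compounds plus 3 SD, cut at about 24% in these data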;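 also: 0% = enzyme with DMSO and 100% = wells lacking PAFAH1B2; many of its hits are not listed in these tables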
PAD4 inh: human PAD4 inhibitors, primary screen, biochemical, fluorescence polarization, 1536-well format | recombinant PAD4, RCA probe fluorescence polarization | inhibition, % at 6.36 µM | hit rate 0.41% among 330,000 | AID 485272, 2010;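 active = percent inhibition above a cutoff equal to the mean of all tested compounds plus 3 SD, cut at about 15% in these data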;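 also: 0% = PAD4 with RCA probe and DMSO and 100% = probe without PAD4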
Starred values were filed as active, the others as inactive; · = not tested or not shown. A portion of the library, so the mix of outcomes need not match the whole.

Start of the listing, in advance:
SMILES	pPAFAH inh	PAFAH1B3 inh	PAFAH2 FP inh	GSTO1 counter	LYPLA1 inh	Fam108B inh	PME-1 inh	PAFAH1B2 FP inh	PAD4 inh
C/C(N)=C(/C#N)C(=O)CSc1nnc(COc2cc(C)ccc2C)o1	2	5	3	-2	-4	1	2	-3	-3
COc1ccccc1N1CCN(C(=O)c2ccc(CSc3ccccc3)cc2)CC1	8	3	-4	1	5	3	0	9	-3
COc1ccc2nc(SCC(=O)NC(C)c3ccccc3)[nH]c2c1 (centres undefined)	-8	2	8	·	0	·	3	4	-4
CCC(C)NS(=O)(=O)c1ccc(OCC(=O)Nc2ccc(F)cc2F)cc1 (centres undefined)	3	-5	-1	1	2	3	1	2	2
CC1CC(C(F)F)n2nc(C(=O)O)cc2N1 (centres undefined)	2	6	6	1	-2	-1	2	2	1

Results, from the start:
SMILES	pPAFAH inh	PAFAH1B3 inh	PAFAH2 FP inh	GSTO1 counter	LYPLA1 inh	Fam108B inh	PME-1 inh	PAFAH1B2 FP inh	PAD4 inh
C/C(N)=C(/C#N)C(=O)CSc1nnc(COc2cc(C)ccc2C)o1	2	5	3	-2	-4	1	2	-3	-3
COc1ccccc1N1CCN(C(=O)c2ccc(CSc3ccccc3)cc2)CC1	8	3	-4	1	5	3	0	9	-3
COc1ccc2nc(SCC(=O)NC(C)c3ccccc3)[nH]c2c1 (centres undefined)	-8	2	8	·	0	·	3	4	-4
CCC(C)NS(=O)(=O)c1ccc(OCC(=O)Nc2ccc(F)cc2F)cc1 (centres undefined)	3	-5	-1	1	2	3	1	2	2
CC1CC(C(F)F)n2nc(C(=O)O)cc2N1 (centres undefined)	2	6	6	1	-2	-1	2	2	1
Cc1ccc(NC(=O)CC(NCCN2CCOCC2)C(=O)O)cc1Cl (centres undefined)	-3	-8	-2	4	0	-2	-1	1	0
C=C[C@H](CC(C)C)N(Cc1ccccc1)S(=O)(=O)N(Cc1ccccc1)[C@@H](C=C)CC(C)C	7	6	6	·	·	·	·	7	3
O=C(Nc1ccc(F)cc1)c1cc2c(s1)CCCC2	-2	·	·	-6	-5	-3	-2	·	-2
CC1(C)C(=O)OC(c2ccccc2)C2(CCCC2)C1=O (centres undefined)	4	-1	-6	-1	-4	1	2	21	-3
COCCn1c(Br)nc2c1c(=O)n(C)c(=O)n2C	8	·	·	1	-1	-4	2	·	-4
CC(C(=O)Nc1ccc(F)cc1Cl)N1CCN(S(=O)(=O)c2cccs2)CC1 (centres undefined)	1	10	3	·	-2	·	2	5	4
Cc1ccc(C)c(NC(=O)CSc2nnc(-c3ccccc3C)o2)c1	3	-6	0	-5	3	-5	0	0	0
CC1CCc2c(C(=O)Nc3nccs3)csc2C1 (centres undefined)	-5	4	-5	-8	-2	-1	8	5	-8
CC(C)NC(=O)NC(=O)COC(=O)c1cccc(S(=O)(=O)N2CCCCC2)c1	4	5	6	0	2	3	3	-1	0
CCC1(CC)NC(=O)N(CC(=O)OCC(=O)Nc2ncc(Cl)cc2Cl)C1=O	6	3	-3	19	-1	1	3	3	0
CCC1CCCCN1CCCNC(=O)Cn1cnc2sc(C)c(S(=O)(=O)N3CCC(C)CC3)c2c1=O (centres undefined)	5	1	-8	3	1	4	-2	1	5
OCCC1CN(Cc2cccn2-c2nccs2)CCN1CCc1ccccc1 (centres undefined)	-1	-2	2	6	2	-2	-3	-1	0
COc1cccc2c1OC1(C)CC2NC(=O)N1Cc1ccccc1 (centres undefined)	0	-3	-25	-1	0	0	0	-4	-1
CCNC(=O)COc1cccc2ccccc12	-1	3	1	3	1	-1	-2	9	1
C=CCn1c(CSc2ccccc2[N+](=O)[O-])n[nH]c1=S	18	6	7	9	-1	2	3	1	-2
Cc1ccc(S(=O)(=O)N(CC(=O)N/N=C/c2cccc3c2OCCO3)c2ccccc2F)cc1	-10	-3	-11	-15	-15	-13	-22	-3	-16
COc1ccc([C@H](C)NC[C@H](O)c2ccc(O)c(NC=O)c2)cc1	4	-1	-6	7	-3	2	1	4	-4
CCOc1ccc(NC(=O)CSc2nccn2C)cc1	-5	6	2	0	3	-1	1	-3	-8
COC(=O)COc1ccc(C)cc1-n1nc2ccccc2n1	1	5	1	9	1	4	3	-1	0
COCCCC1CCN(C(=O)C2CCC(=O)N(Cc3cccc(F)c3)C2)CC1 (centres undefined)	-4	5	6	3	-3	-1	-2	1	6
Cc1ccc(C(=O)OCC(=O)NCc2cccs2)c(C)c1	1	6	32*	2	1	0	7	-3	0
CCOC(=O)c1cccc(NC(=O)CN(c2ccc(OC)cc2)S(=O)(=O)c2c(C)noc2C)c1	2	3	4	-4	-3	1	-8	-2	-6
Cc1cc(C)c(NC(=O)c2ccc(S(=O)(=O)N3CCOCC3)cc2)c(C)c1	0	-2	1	0	4	0	-1	3	-4
COc1ccccc1CNC(=O)COC(=O)c1c(C)nn(-c2ccccc2)c1Cl	1	-5	7	10	1	3	10	-5	0
Cc1cc(C)cc(NC(=O)COC(=O)COc2cccc3c2OC(C)(C)C3)c1	2	5	0	-6	0	0	-3	4	-2
Cc1nc2ccccc2n1CC(O)c1ccccc1 (centres undefined)	4	-2	-4	4	1	2	1	2	-9
NS(=O)(=O)c1ccc(N=Nc2ccc(=O)[nH]c2O)cc1	8	9	12	6	1	-2	1	6	-10
CCCCCOCC1CC(C/C(C)=N/Nc2nc(-c3ccccc3)cs2)C(=O)O1 (centres undefined)	9	3	8	10	1	7	11	0	-5
Cc1cc(C)n2nc(C(=O)Nc3cc(S(=O)(=O)N4CCCCC4)ccc3C)nc2n1	-2	-9	-11	·	·	·	·	-1	0
CC(=O)N1CCN(C(=O)CC2OC(=O)c3ccccc32)CC1 (centres undefined)	1	7	3	10	5	3	-6	1	1
CC(C)c1ccccc1OCCCCN1CCCCC1	-1	-2	-5	2	-2	4	-2	7	5
COc1ccc(S(=O)(=O)NCc2cccnc2)c2ccccc12	2	4	0	-3	-7	0	-4	-4	-5
O=C1CCCN1CCCNC(=S)Nc1ccc(F)c(Cl)c1	3	-2	0	8	3	-3	0	0	2
CC(=O)C1=C(O)C(=O)N(c2cccnc2)C1c1cccc([N+](=O)[O-])c1 (centres undefined)	2	7	11	3	2	-1	-4	-2	4
CC(=O)Nc1nc(-c2ccc(Cl)cc2)nc(C)c1C(C)=O	-2	5	7	44*	-2	1	-3	4	0
CN(CC1CCCN(CCc2cccc(C(F)(F)F)c2)C1)C(=O)c1ccc2nc[nH]c2c1 (centres undefined)	4	9	12	-1	0	-1	-1	1	-1
O=C1C(Cc2cccc([N+](=O)[O-])c2)SC(=Nc2ccccc2)N1c1ccccc1 (centres undefined)	2	10	-3	14	-6	-9	20	1	7
CCOC(=O)N1CCC(NC(=O)c2cc3sccc3n2CC)CC1	4	3	2	6	1	-7	2	0	2
O=C(c1ccc2c(=O)n(Cc3ccccc3Cl)c(=S)[nH]c2c1)N1CCCC1	3	4	0	2	-2	-1	-7	4	4
Cc1ccccc1OCC(=O)Nc1ccc2[nH]ncc2c1	1	5	0	-1	-2	4	-7	-1	3

Record cards, from the list above.
Listed for O=C(c1ccc2c(=O)n(Cc3ccccc3Cl)c(=S)[nH]c2c1)N1CCCC1 → pPAFAH inh: 3; PAFAH1B3 inh: 4; PAFAH2 FP inh: 0; GSTO1 counter: 2; LYPLA1 inh: -2; Fam108B inh: -1; PME-1 inh: -7; PAFAH1B2 FP inh: 4; PAD4 inh: 4
Listed for COc1ccc(S(=O)(=O)NCc2cccnc2)c2ccccc12 → pPAFAH inh: 2; PAFAH1B3 inh: 4; PAFAH2 FP inh: 0; GSTO1 counter: -3; LYPLA1 inh: -7; Fam108B inh: 0; PME-1 inh: -4; PAFAH1B2 FP inh: -4; PAD4 inh: -5

Continuation:
SMILES	pPAFAH inh	PAFAH1B3 inh	PAFAH2 FP inh	GSTO1 counter	LYPLA1 inh	Fam108B inh	PME-1 inh	PAFAH1B2 FP inh	PAD4 inh
Cc1ccccc1NC1=C(Cl)C(=O)OC1OC(=O)c1ccccc1C (centres undefined)	0	5	2	1	-4	0	15	1	44*
COc1ccccc1OCC(=O)n1cc(C(=O)c2cc(Cl)cc(Cl)c2O)cn1	11	1	4	0	-3	-12	-2	3	-1
Cc1cc(C(=O)N2CCN(S(=O)(=O)c3ccccc3F)CC2)c(C)o1	-3	3	1	5	-2	3	-6	3	-6
COc1ccccc1-c1cc(C(F)(F)F)nc(N2CCCCC2)n1	3	3	0	-2	2	-3	7	0	-3
COc1cccc(C(=O)CC(C#N)c2ccc(F)cc2)c1 (centres undefined)	1	7	3	2	-2	-7	7	5	3
CCc1ccc(OCC(=O)Nc2ccc(N3CCN(S(C)(=O)=O)CC3)cc2)cc1	4	1	-7	13	6	-2	1	4	0
CC1CCC(NC(=O)c2cc(Cl)nc3ccccc23)CC1 (centres undefined)	2	4	0	·	1	·	0	-3	2
CCOc1ccc(C(=O)N2CCN(c3cccc(Cl)c3)CC2)cc1	2	10	-6	21	1	1	-5	6	0
CC(=O)Nc1c(O)nc(SC/C=C/CSc2nc(O)c(NC(C)=O)c(=O)[nH]2)[nH]c1=O	4	14	8	-6	1	0	0	4	-2
CC(=O)c1cccc(NC(=O)CN2C(=O)COc3ccc(S(=O)(=O)N4CCOCC4)cc32)c1	4	2	-3	-6	2	-2	5	7	-4
COc1cccc(-n2c(=O)n(Cc3ccccc3)c(=O)c3[nH]cnc32)c1C	6	4	5	2	2	0	-1	0	-2
Nc1cc(C(=O)OCC(=O)N2CCCC2)ccc1Cl	3	4	-1	-3	1	8	-3	0	-3
O=C1OCCN1C(=O)[C@H]1[C@H](c2ccc([N+](=O)[O-])cc2)C(c2ccccc2)=NN1c1ccc(Br)cc1	11	10	-3	·	·	·	·	0	0
CS(=O)(=O)c1ccc(C(=O)NC2CCOC2=O)cc1 (centres undefined)	8	2	-4	-7	-1	5	1	4	3
Cc1ccc(C(=O)CCC(=O)NC2=NCCS2)cc1	-4	5	-5	·	-3	·	0	2	1

Compounds above that have a cyano group:
SMILES	pPAFAH inh	PAFAH1B3 inh	PAFAH2 FP inh	GSTO1 counter	LYPLA1 inh	Fam108B inh	PME-1 inh	PAFAH1B2 FP inh	PAD4 inh
C/C(N)=C(/C#N)C(=O)CSc1nnc(COc2cc(C)ccc2C)o1	2	5	3	-2	-4	1	2	-3	-3
COc1cccc(C(=O)CC(C#N)c2ccc(F)cc2)c1 (centres undefined)	1	7	3	2	-2	-7	7	5	3

Screening results (PubChem BioAssay)
